PMI activator – activators of human PMI, primary screen, biochemical, fluorescence intensity, near-Km mannose 6-phosphate. activation factor at 20 µM. Mannose-6-phosphate isomerase (Homo sapiens), P34949. hit rate 0.005% among 190,000. AID 1214, 2008. purified human PMI, coupled resazurin fluorescence, 20 min; hits give high values; 1 = vehicle control, 0 substrate-free wells;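 active = activation factor of 2 or more at 20 µM, relative to plate controls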
Target sequence (P34949 whole entry, looked up): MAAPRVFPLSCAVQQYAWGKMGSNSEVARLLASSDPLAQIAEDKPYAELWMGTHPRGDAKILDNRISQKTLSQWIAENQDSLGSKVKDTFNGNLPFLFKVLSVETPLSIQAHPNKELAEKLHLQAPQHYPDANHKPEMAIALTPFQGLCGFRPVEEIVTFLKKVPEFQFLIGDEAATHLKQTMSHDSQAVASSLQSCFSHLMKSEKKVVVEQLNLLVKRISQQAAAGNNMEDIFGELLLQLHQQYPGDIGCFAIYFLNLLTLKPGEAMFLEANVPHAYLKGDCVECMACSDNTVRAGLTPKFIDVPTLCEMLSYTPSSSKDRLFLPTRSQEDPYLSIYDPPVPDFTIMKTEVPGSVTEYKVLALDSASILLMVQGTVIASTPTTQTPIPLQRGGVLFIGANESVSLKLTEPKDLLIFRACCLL
Efa HMGR inh – inhibitors of E. faecalis class II HMGR, primary screen, biochemical, Enterococcus faecalis. HMG-CoA reductase (Enterococcus faecalis, mvaE). purified E. faecalis HMGR, NADPH absorbance 340 nm kinetic. inhibition, % at 10 µM. hit rate 0.41% among 190,000;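 active = inhibition above a set limit, the median over all tested compounds plus 3 SD, cut at about 9.5% in these data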;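 note: enzyme runs in reverse so mevalonate oxidation gives rising NADPH absorbance; 0% = complete reaction with DMSO and 100% = background rate lacking mevalonate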
FLuc act counter – FLuc activators, initial screening, artefact control for FLuc-dependent activation tests, biochemical, ATPlite luminescence; activation factor at 10 µM; AID 1027, 2008; 200,000 tested, under 10 active; Luciferin 4-monooxygenase (Photinus pyralis), P08659; ATPlite luciferase biochemical, 10 min; 0 = ATP-free wells, 1 = DMSO control;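 active = luciferase activation factor, scaled between plate controls, of at least 2 with compound at 10 µM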
Target sequence (P08659 whole entry, looked up): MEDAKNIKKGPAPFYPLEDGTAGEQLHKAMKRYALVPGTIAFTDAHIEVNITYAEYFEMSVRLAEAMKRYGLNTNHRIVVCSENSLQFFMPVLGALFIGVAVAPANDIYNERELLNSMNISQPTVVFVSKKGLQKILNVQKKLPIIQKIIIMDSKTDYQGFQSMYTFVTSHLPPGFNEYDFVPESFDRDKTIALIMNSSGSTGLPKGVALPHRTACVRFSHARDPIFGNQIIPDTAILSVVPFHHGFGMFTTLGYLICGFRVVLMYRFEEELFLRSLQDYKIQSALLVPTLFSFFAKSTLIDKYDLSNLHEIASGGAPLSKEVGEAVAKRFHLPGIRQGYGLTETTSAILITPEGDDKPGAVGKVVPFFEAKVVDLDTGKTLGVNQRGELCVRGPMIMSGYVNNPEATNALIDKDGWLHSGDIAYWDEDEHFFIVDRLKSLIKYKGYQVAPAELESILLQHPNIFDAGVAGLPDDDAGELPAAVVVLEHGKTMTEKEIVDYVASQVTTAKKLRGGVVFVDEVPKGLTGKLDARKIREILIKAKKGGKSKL
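Assay system: Luciferase/luciferin detection reagent, cell-free biochemical luciferase assay / Also added: ATP substrate / Schedule: 10 min at ambient temperature / Measured by: luminescence measurement of luciferase light output / Benchmarks: low control with PBS replacing ATP, high control enzyme plus ATP without compound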
TNAP act hiacc – TNAP activators at high phosphate acceptor level, primary screen, biochemical, luminescence, uHTS. Alkaline phosphatase, tissue-nonspecific isozyme (Homo sapiens), P05186. activation factor at 20 µM. 200,000 tested, under 10 active. purified TNAP, CDP-star luminescence, 1 M DEA, 30 min; hits give high values; 0 = EDTA background, 1 = DMSO-only activity;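 active = activation factor at least 2 at 20 µM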
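Assay system: human TNAP; Input: enzyme diluted 1/800 final; Reagent: CDP-star luminogenic substrate at 100 µM final; Timing: 30 min, room temperature; Signal: luminescence; Evaluation: TNAP activation factor scaled between EDTA and DMSO control wells.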
TNAP inh hiacc – human TNAP enzyme inhibitors, primary screen, biochemical, luminescent, high phosphate acceptor level, uHTS; Alkaline phosphatase, tissue-nonspecific isozyme (Homo sapiens), P05186; purified TNAP, CDP-star luminescence, 1 M DEA; inhibition, % at 20 µM; hit rate 0.03% among 200,000; AID 1135, 2008;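 active = over 50% inhibition of tissue-nonspecific alkaline phosphatase at 20 µM in the single-dose screen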;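 note: plate controls were DMSO wells for no effect and EDTA-quenched wells as full inhibition for full effect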
G6PDH CS – L. mesenteroides G6PDH inhibitors, counter-screen for G6PDH-coupled screening assays, biochemical, Leuconostoc mesenteroides enzyme; glucose-6-phosphate dehydrogenase [Leuconostoc mesenteroides]; Purified L. mesenteroides G6PDH, diaphorase/resazurin coupled fluorescence, 45 min; inhibition, % at 5 µM; hit rate 0.12% among 200,000; in the data active = inhibition above about 50%
TNAP inh noacc – human TNAP enzyme inhibitors, primary screen, biochemical, luminescent, no phosphate acceptor, uHTS. inhibition, % at 20 µM. purified TNAP, CDP-star luminescence, 30 min. hit rate 0.26% among 200,000. Alkaline phosphatase, tissue-nonspecific isozyme (Homo sapiens), P05186;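 active = tissue-nonspecific alkaline phosphatase inhibition above about 50% at 20 µM in the single-dose screen, limit read from the data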;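 note: 0% = DMSO negative control and 100% = EDTA positive control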
PMI act hi M6P – human PMI activators, high substrate, primary screen, biochemical, fluorescence intensity, near-saturating mannose 6-phosphate. Mannose-6-phosphate isomerase (Homo sapiens), P34949. coupled PMI enzyme assay, resazurin fluorescence, 20 min; hits give high values; 1 = untreated enzyme, 0 = substrate-free blank. activation factor at 20 µM. hit rate 0.34% among 190,000;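 active = activation factor of 2 or more at 20 µM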
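assay system = human phosphomannose isomerase with PGI, G6PDH, diaphorase coupling enzymes | quantity = 15 ng/mL PMI | incubation = enzyme reaction with compound 20 min at room temperature | medium = HEPES pH 7.4 buffer with MgCl2 and Tween-20 | compound dosing = one concentration, 20 µM, in 1% DMSO | measured by = Diaphorase-driven resazurin-to-resorufin fluorescence, excitation 544, emission 590 nm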
Diaphorase inh – diaphorase inhibitors and chemical oxidizers, primary screen, counter-screen for diaphorase-coupled primary assays, biochemical, uHTS, resorufin fluorescence; AID 1217, 2008; diaphorase resazurin-to-resorufin fluorescence, NADH, 16 min; bacterial (C. kluyveri) enzyme, not human; inhibition, % at 20 µM; hit rate 0.69% among 190,000;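 active = primary screen inhibition at 20 µM above a set limit, cut at about 50% in these data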;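 note: plate controls were DMSO with full reaction for no effect and wells lacking NADH for full effect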
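System: Diaphorase enzyme from Clostridium kluyveri | Amount: Enzyme working solution with 0.14 U/mL diaphorase | Benchmarks: No-NADH positive control and DMSO neutral control | Signal: Fluorescence of resorufin formed from resazurin, Ex 544/Em 590 nm | Schedule: 16-min room-temperature incubation before reading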
Diaph act CS – compounds boosting diaphorase resazurin reduction – biochemical, uHTS, resorufin fluorescence, counter-screen for diaphorase-coupled primary assays, primary screen | hit rate 0.005% among 190,000 | activation factor at 20 µM | Diaphorase/resazurin coupled assay, 16 min; hits give high values; 1 = vehicle wells, 0 = NADH-free wells;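 active = diaphorase activity raised at least twofold by the compound at 20 µM; inactive = activation factor below 2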
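test system = bacterial diaphorase enzyme (C. kluyveri) | quantity = enzyme 0.07 U/mL final | reagent = NADH substrate 0.114 mM plus resazurin dye 0.1 mM, final | incubation = 16 min enzyme reaction, ambient temperature | buffer or medium = HEPES pH 7.4 buffer with MgCl2 and Tween 20 | signal = fluorescence of resorufin, 544 nm excitation, 590 nm emission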
Active calls of the source: *.

SMILES	PMI activator	Efa HMGR inh	FLuc act counter	TNAP act hiacc	TNAP inh hiacc	G6PDH CS	TNAP inh noacc	PMI act hi M6P	Diaphorase inh	Diaph act CS
Cc1ccc(-c2cc(C(=O)Nc3cc(C(=O)O)ccc3C)c3ccccc3n2)cc1	1	-10	0.8	1	1	2	-6	1	15	0.9
COc1ccc2oc(=O)c(C(=O)Nc3ccccc3-c3ccccc3)cc2c1	0.8	1	1.1	1	0	0	-4	0.8	14	0.9
CC(C)C1OC2(C)OC(=N)C1(C#N)C(C#N)(C#N)C2c1ccccc1 (stereo unspecified)	0.8	-6	1.1	1	2	-8	-43	0.8	16	0.8
O=S(=O)(NCc1ccccn1)c1ccc(Cl)s1	0.9	-2	1.1	1.1	-9	10	-3	0.9	26	0.7
C/C(CC(=O)NC12CC3CC(CC(C3)C1)C2)=N\NC(=O)c1ccc(C)cc1	1	-6	1.1	1	-3	6	-5	1	7	0.9
COc1ccc(-c2c3c(cc(C)[n+]2[O-])oc2ccc(OC)cc23)cc1	0.9	0	1.1	1	-2	-1	-9	0.9	24	0.8
COc1ccc(/C=C(\NC(=O)c2ccccc2)C(=O)N/N=C/c2sccc2C)cc1	0.9	-3	1	1	3	-16	7	0.9	17	0.8
CCC1(C)Cc2c(sc(NC(=O)CCC(=O)O)c2C#N)CO1 (stereo unspecified)	1.1	-1	1.1	1.1	-5	6	-1	1.1	3	1
COc1ccc(-c2cc(N)n(S(=O)(=O)c3c(F)c(F)c(F)c(F)c3F)n2)cc1OC	0.8	1	1	1	-5	2	-11	1.1	30	0.7
COc1ccc(OCC(O)Cn2c(=N)n(CCN3CCCCC3)c3ccccc32)cc1 (stereo unspecified)	1.1	1	1.1	1	-4	1	-14	1.1	-2	1
CCN(CC)S(=O)(=O)c1cccc(N=NC2=C(O)CCCC2=O)c1	1	-3	1.1	0.9	11	-2	8	1	12	0.9
COc1cc(OC)c(S(=O)(=O)N2CCCCC2)cc1S(=O)(=O)N1CCCCC1	0.9	4	1	1	2	-1	-5	0.9	12	0.9
COc1ccccc1C(=O)n1nc(-c2ccc(Cl)cc2)nc1N	0.9	0	1.1	1	-4	-2	40	0.9	14	0.9
Cc1onc(-c2ccccc2Cl)c1C(=O)Nc1nn[nH]n1	1	-1	1.1	1.1	-11	-2	-15	1	15	0.8
O=C(Nc1nc2ccc([N+](=O)[O-])cc2s1)C1CCCO1 (stereo unspecified)	0.9	-5	0.9	1	1	3	-2	1	0	1
CC1CCCN(C(=O)COC(=O)c2ccc[nH]c2=O)C1 (stereo unspecified)	1	1	1	1.1	-7	0	-24	1	5	0.9
Cc1cc([N+](=O)[O-])ccc1NC(=O)C(C)[n+]1ccccc1 (stereo unspecified)	1	6	1.1	1	-1	5	0	1	8	0.9
CC(NC(=O)COc1cccc(Br)c1)C(=O)O (stereo unspecified)	1.1	-14	1.1	1	0	0	-7	1	1	1
CC(=O)n1cc([C@@H]2C=C(C(=O)N3CCOCC3)O[C@H](OCc3ccc(CO)cc3)C2)c2ccccc21	0.9	-2	1.1	1.1	-7	22	-6	0.9	38	0.6
COc1ccccc1CNC(=O)COC(=O)CCC(=O)c1cccs1	0.9	-3	1	1	-3	10	-7	0.9	14	0.9
Cn1c(N)c(C(=O)COC(=O)c2ccnc3ccccc23)c(=O)n(C)c1=O	1	3	1	1	1	10	-9	1	-12	1.1
Cc1no[n+]([O-])c1COc1ccc(/C=C2\NC(=S)NC2=O)cc1	1	-2	1	1	-4	2	-22	1	8	0.9
O=C(NCc1ccccc1F)c1ccc2c(c1)OCO2	1	-6	1	1	1	-3	-4	1	6	0.9
N#C/C(=N\Nc1cccc([N+](=O)[O-])c1)C(=O)c1ccc(Br)cc1	1.3	1	1	0.9	8	-1	7	1.1	29	0.7
Cc1cc(NC(=O)CN2C(=O)CC(c3ccco3)Sc3ccccc32)no1 (stereo unspecified)	0.9	-9	1	0.9	6	0	-1	0.9	12	0.9
Cc1cccc(C(=O)NC2CCN(CC(=O)NCc3cccs3)CC2)c1	1	-7	1	0.9	6	-2	2	1	-2	1
Cc1ncc(S(=O)(=O)c2ccccc2)c(-c2ccc(Cl)cc2Cl)n1	1	0	1	1.1	-6	9	-4	1	-3	1
CC(C)(C)NC(=O)C(c1ccc(F)cc1)N(Cc1ccccc1Cl)C(=O)c1ccn[nH]1 (stereo unspecified)	1	5	1	1.1	-6	3	-66	1	-3	1
Cc1ccc2[nH]c(=O)c(CN(CCCO)S(=O)(=O)c3cccc4nsnc34)cc2c1	1	2	1.1	1	-4	2	-10	1	16	0.8
Oc1cccc2ccc(/C=C/c3ccc(Br)s3)nc12	1.3	0	0.8	1	3	26	-4	0.9	7	0.9
O=C(C1=C[C@H](c2ccccc2)C[C@H](OCc2ccc(CO)cc2)O1)N1CCCCCCC1	1	-1	1	1	0	7	10	1	-6	1.1
COc1ccc(NC(=S)NCC2CCCO2)c(OC)c1 (stereo unspecified)	0.9	-1	1.1	1	-3	-15	-14	0.9	24	0.8
CC(C)(C)C(=O)CCN1C(=O)C2(OCCO2)c2ccccc21	0.9	4	1	1	-1	1	-7	0.9	10	0.9
Cc1ccc(S(=O)(=O)Nc2ccc(Cl)cc2)cc1NC(=O)c1cc2c(s1)CCCC2	0.7	2	1.1	1	0	15	-11	0.8	28	0.7
Cc1nc2ncnn2c(C)c1CCC(=O)N1CC(C)CC(C)C1 (stereo unspecified)	1	-8	1.1	1	-2	1	-13	1.1	4	1
COc1ccccc1OCc1ccc(C(=O)Nc2ccc(Cl)cn2)o1	1	1	1	1.1	-8	10	-7	1	-19	1.2
CCn1cc(C(=O)N2CCN(C3CCCCC3)CC2)c2cc(OC)c(OC)cc2c1=O	0.9	-8	1.1	1	-3	-5	-8	1	-3	1
COc1ccc(Nc2nc(C)c(-c3ccccc3)s2)cc1	0.9	2	0.9	1	3	-9	-1	0.9	9	0.9
COc1ccc(CN=C(N)N=C(N)N)cc1Cl	0.9	-6	1.1	1	0	3	-11	1	4	1
Cc1noc(C)c1C(=O)OCC(=O)N(C)C1CCS(=O)(=O)C1 (stereo unspecified)	1	-1	1.1	1.1	-8	5	-18	0.9	10	0.9
CCCCC(=O)Nc1ccc(NC(=S)NC(=O)CC)cc1OC	0.9	-3	1	1	-4	0	-6	1	12	0.9
CC(C)(C)n1ncc2c(=O)n(CC(=O)N3CCCc4ccccc43)cnc21	0.9	2	1	1	-1	7	-6	0.8	14	0.9
Cc1onc(-c2ccccc2Cl)c1C(=O)OCC(=O)c1c(N)n(C)c(=O)n(C)c1=O	0.9	-1	1.1	1	-5	2	-10	0.9	26	0.7
Cc1ccc(-n2c(C)csc2=N)cc1	1	-2	0.4	1.1	-9	-6	-13	1	12	0.9
Cc1sc2nc(CN3CCOCC3)[nH]c(=S)c2c1C	0.9	-2	1	1	4	-12	-2	0.9	73*	0.3

At a glance, 3 of the compounds above.
SMILES	PMI activator	Efa HMGR inh	FLuc act counter	TNAP act hiacc	TNAP inh hiacc	G6PDH CS	TNAP inh noacc	PMI act hi M6P	Diaphorase inh	Diaph act CS
Cc1ccc(-c2cc(C(=O)Nc3cc(C(=O)O)ccc3C)c3ccccc3n2)cc1	1	-10	0.8	1	1	2	-6	1	15	0.9
COc1ccc2oc(=O)c(C(=O)Nc3ccccc3-c3ccccc3)cc2c1	0.8	1	1.1	1	0	0	-4	0.8	14	0.9
CC(C)C1OC2(C)OC(=N)C1(C#N)C(C#N)(C#N)C2c1ccccc1 (stereo unspecified)	0.8	-6	1.1	1	2	-8	-43	0.8	16	0.8

The list continues:
SMILES	PMI activator	Efa HMGR inh	FLuc act counter	TNAP act hiacc	TNAP inh hiacc	G6PDH CS	TNAP inh noacc	PMI act hi M6P	Diaphorase inh	Diaph act CS
Cc1nn2c(COc3ccc(NC(=O)c4ccccc4Cl)cc3)nnc2c2ccccc12	1	-2	0.5	1	-4	-2	-37	1	8	0.9
c1csc(-c2nnc3ccccn23)c1	0.9	-4	1	1	-1	1	-9	0.9	16	0.8
CCCNC(=O)c1c(NC(=O)C2COc3ccccc3O2)sc2c1CCCC2 (stereo unspecified)	1.1	-4	1.1	1.1	-8	8	-6	1.1	-8	1.1
CCOc1ccccc1N(CC(=O)O)S(=O)(=O)c1ccc(C)cc1	1	0	1	0.9	7	-1	-3	1	0	1
COc1ccccc1NC(=S)N(Cc1ccccc1)Cc1cccnc1	1	0	1	1	-2	2	-15	1.1	8	0.9
c1ccc(COc2ccc(CNCc3cccs3)cc2)cc1	1	-4	1	1.1	-7	11	-9	1	-7	1.1
CC(C)NC(=S)N1CCN(C/C=C/c2ccccc2)CC1	0.9	-11	1.1	1	-4	11	-7	0.9	8	0.9
Cc1ccc2c(c1)NC(=O)C(CC(=O)NCCCN1CCc3ccccc3C1)O2 (stereo unspecified)	1	-2	1.1	1.1	-8	-1	5	1	14	0.9
O=C(Nc1ncc(Cc2ccc(SC(F)F)cc2)s1)c1ccccc1	0.8	-1	1	1	-2	5	-5	0.9	11	0.9
O=C(CN1CCc2ccccc21)NCc1ccc2c(c1)OCO2	0.9	-6	1	1	-2	17	-3	0.9	16	0.8
O=C(c1ccc(S(=O)(=O)N2CCOCC2)cc1)N1CCN(c2ccccn2)CC1	0.9	-1	0.9	1	-3	17	-8	0.9	1	1
NC(=S)N/N=C\c1ccc(-c2cccc(Cl)c2Cl)o1	1.3	1	1	0.9	12	5	13	1.5	15	0.9

Screening data (PubChem BioAssay)
